Eya2 inh = inhibitors of human Eya2 phosphatase activity; 0.006% of 330,000 active; recombinant Eya2, OMFP fluorescence dephosphorylation (OMFP is methylfluorescein phosphate); Potency, µM (doses to about 76.9 µM), for inactives: at the top dose activity, negative = inhibition, actives largely listed as inhibitors; note: potency is the fitted concentration of half-maximal effect; % is set by controls: 0 for no effect and ±100 for the full control effect
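Eya2 (0.2 uM) preincubated 10 min at ambient with compound, then OMFP substrate added at 50 uM; 10 min reaction in 50 mM HEPES pH 7.5, 50 mM NaCl, 5 uM MgCl2, 0.05% BSA, 1 mM DTT. Fluorescence read at Ex 485/Em 525 nm.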
AT treatment = candidate therapy for ataxia-telangiectasia. Potency, µM (top dose mostly 57.5 µM), for inactives: top-dose activation, hits mostly activators. 0.19% of 320,000 active. […] A-T fibroblasts, KAP-1 phosphorylation AlphaLISA; neocarzinostatin DNA damage 30 min before lysis; note: potency is the fitted concentration of half-maximal effect; % of control where 0% means no effect; nearly all actives have a fitted effect of over 45% in size
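hTERT-immortalized A-T patient fibroblasts ([…]), 500 cells/well in OPTI-MEM, 1% FBS, got compounds for 60 min, then NCS for 30 min at 37C. Lysates were then assayed for phospho-KAP-1 by AlphaLISA (anti-pKAP1 donor, anti-KAP1 acceptor beads), 6 hr at 25C.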
Integrin act MD = activates integrin-mediated alleviation for muscular dystrophy. alpha7betagal myoblasts, beta-gal FDG fluorescence, 48 h. Potency, µM (series often up to 38.3 µM), inactives show at the highest dose activation, usual class: activators. 0.064% of 350,000 active;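 note: potency is the fitted concentration of half-maximal effect; 100% = response of the positive control SU9516; nearly all actives have a fitted effect of over 60% in size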
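Alpha7betagal+/- myoblasts (passage 13) were plated 16-24 hr, then exposed to compounds (1:260 dilution of DMSO stock) for 48 hours at 37C. After MPER lysis, β-galactosidase reporter activity was read as FDG fluorescence (ex 480/em 540) after 30 minutes.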
Tb PFK block = inhibitors of T. brucei phosphofructokinase | T. brucei PFK, ADP-Glo luminescence | Potency, µM (doses to about 57.5 µM), for the others: at the highest dose activity, negative = inhibition, usual class: inhibitors | 0.17% of 330,000 active | AID 485367;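 note: potency is the fitted concentration of half-maximal effect; 0% = uninhibited 1x PFK enzyme wells and -100% = no-enzyme wells; nearly all actives have a fitted effect of over 60% in size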
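ADP-Glo luminescence quantified ADP after 45 min at room temperature, with 1.25 nM T. brucei PFK, 0.1 mM ATP and 0.5 mM fructose-6-phosphate in pH 8.0 TEA buffer. qHTS titrations up to 57 µM; curves classified by quality.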
ELG1 DNA repair = blocks ELG1-dependent DNA repair in HEK293T cells; HEK293T ELG1-luciferase reporter, luminescence, 16 h; DNA damage induced by 5-fluorouridine; Potency, µM (series often up to 46.1 µM), for inactives: at the top dose activity change, negative = inhibition, most hits filed as inhibitors; 2.3% of 330,000 active; note: potency is the fitted concentration of half-maximal effect; % is set by controls: 0 for no effect and ±100 for the full control effect; nearly all actives have a fitted effect of over 55% in size
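Quantitative HTS, concentration-response format. 2,000 cells/well co-treated with 5-fluorouridine and compound, 16 hr in 5% CO2 at 37 °C; ONE-Glo luminescence read after 30 min.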
TSHR antagonist = antagonists of human thyroid stimulating hormone receptor. activity change, negative = inhibition, % at 11.5 µM. 0.2% of 330,000 active. TSHR-expressing cells, TSH-stimulated cAMP HTRF, 2 h; active compounds read low. AID 504810;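 active = activity change below a set negative limit, meaning inhibition stronger than a set level, cut at about -70% in these data; inconclusive = activity change between two set negative limits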; note: % is set by controls: 0 for no effect and ±100 for the full control effect
Target sequence (P16473 whole entry, looked up): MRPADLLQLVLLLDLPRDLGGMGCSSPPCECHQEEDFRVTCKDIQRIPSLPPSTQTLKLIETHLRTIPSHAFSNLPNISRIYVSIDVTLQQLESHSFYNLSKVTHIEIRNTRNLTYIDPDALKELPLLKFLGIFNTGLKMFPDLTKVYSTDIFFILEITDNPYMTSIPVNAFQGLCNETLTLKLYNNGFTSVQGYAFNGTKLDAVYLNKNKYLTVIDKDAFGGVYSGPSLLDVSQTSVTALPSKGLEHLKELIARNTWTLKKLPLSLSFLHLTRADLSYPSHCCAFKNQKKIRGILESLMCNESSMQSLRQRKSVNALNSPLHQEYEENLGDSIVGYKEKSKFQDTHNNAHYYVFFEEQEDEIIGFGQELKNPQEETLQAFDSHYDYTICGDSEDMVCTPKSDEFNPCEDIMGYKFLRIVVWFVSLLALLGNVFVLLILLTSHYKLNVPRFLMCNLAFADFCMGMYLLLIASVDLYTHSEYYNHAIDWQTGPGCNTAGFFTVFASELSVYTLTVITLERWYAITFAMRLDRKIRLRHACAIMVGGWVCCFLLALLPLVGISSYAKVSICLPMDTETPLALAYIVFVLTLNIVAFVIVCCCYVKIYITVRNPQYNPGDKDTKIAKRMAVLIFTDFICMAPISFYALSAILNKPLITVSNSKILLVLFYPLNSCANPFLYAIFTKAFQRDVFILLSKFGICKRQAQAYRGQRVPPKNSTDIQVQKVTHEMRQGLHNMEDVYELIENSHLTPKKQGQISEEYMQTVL
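Read-out is FRET at 665 nm (cryptate excitation 337 nm) from a cryptate-tagged anti-cAMP antibody, competed by cell cAMP against cAMP-d2. Compounds are tested on freshly harvested TSHR cells challenged with 4nM TSH (EC80) for 2 hours at 37 deg C.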
PTAP TSG101 blk = blocks PTAP/TSG101 interaction to inhibit HIV-1 budding; Fluorescence polarization, FITC-PTAP peptide / Tsg101 binding; Potency, µM (highest dose often 115 µM), without a hit: top-dose activity change, negative = inhibition, most hits filed as inhibitors; 340,000 tested, under 10 active; Q99816; active = well fitted inhibition curve with a large enough effect in the main read-out, with a control signal flat, not every such curve was filed as active; inconclusive = small, poorly fitted or top-dose-only effect, or effect the other way, or a change in a side signal; inactive = no such curve, though single readings can be large or run the other way; note: potency is the fitted concentration of half-maximal effect; % of control where 0% means no effect
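Tsg101 binding domain (10 uM final) was mixed with compound and a FITC-labeled PTAP peptide (50 nM final) in HEPES pH 7.5 buffer with NaCl, Tween 20, EDTA and TCEP; fluorescence polarization was read after 20 min at r.t.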
ASM inhibitor = human S-ASM enzyme inhibition; P17405; placental ASM, HMU-PC fluorogenic substrate, 60 min; 0.006% of 340,000 active; Potency, µM (series often up to 57.5 µM), for inactives: at the highest dose activity change, negative = inhibition, most hits filed as inhibitors; note: potency is the fitted concentration of half-maximal effect
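Fluorescence read-out (Ex 386 nm, Em 447 nm) after stopping the reaction at pH 10. Enzyme: ASM from human placenta; substrate HMU-PC0, 9 uM final; 60 min, 37 °C. Compound preincubation 10 min, ambient temperature.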
TCR activator = activators of T cell receptors; primary human leukocytes, anti-CD3, IL-2 HTRF, 48 h; Potency, µM (doses to about 9.22 µM), inactives show top-dose activation of IL-2 secretion, hits mostly activators; 330,000 tested, under 10 active; AID 504894; note: % of control where 0% means no effect
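Human primary leukocytes + a-CD3 beads + cpd, 48 hr; IL-2 in supernatant by HTRF (ex 320nm / em 665nm). No co-stimulatory signal supplied.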
BCR signal inh = blocks chronic active B-cell receptor signaling. 0.05% of 340,000 active. Potency, µM (doses to about 46.1 µM), inactives show at the highest dose ratio change, negative = lower green/red ratio, actives largely listed as inhibitors. ABC-DLBCL IkBa-CBG/CBR reporter, luminescence ratio, 4 h; active = well fitted inhibition curve with a large enough effect in the signal ratio, with a control signal flat, not every such curve was filed as active; inconclusive = small, poorly fitted or top-dose-only effect, or effect the other way, or a change in a side signal; the % refers to the signal ratio;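 note: potency is the fitted concentration of half-maximal effect; plate controls were basal doxycycline-induced cells for no effect and cells given 10 µM MG132 for full effect; MG132 reads +100%, hits lower the ratio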
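Compounds up to 46 uM were incubated four hours with TMD8 cells whose green CBG68 luciferase is fused to IkappaBalpha; red CBR luminescence normalised the signal, and concentration-effect curves were fitted to fusion, red and ratio data.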
Mito fusion yeast = blocks mitochondrial division or promotes mitochondrial fusion. Potency, µM (doses to about 46.1 µM), for the others: top-dose growth rescue (activation), usual class: activators. S. cerevisiae fusion-defective mutant growth rescue, CellTiterGlo 48 h. 0.23% of 320,000 active. AID 485298;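 note: potency is the fitted concentration of half-maximal effect; % of control where 0% means no effect; nearly all actives have a fitted effect of over 45% in size; temperature-sensitive fusion mutants such as fzo1-1 at 37 °C on non-fermentable ethanol glycerol medium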
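Temperature-sensitive fusion-defective S. cerevisiae (e.g. fzo1-1, mgm1-5) were grown with compound in YPEG medium (3% ethanol, 3% glycerol) for 48 hours at 37C. Growth rescue was measured as viability by CellTiterGlo luminescence after 10 minutes at ambient.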
* = called active by the depositor; u = inconclusive; x = no result given; [ ] = remark or other dose. Unless noted, calls come from the whole dose curve; as a rule, active = well fitted curve in the direction sought with a large enough effect; inconclusive = small, poorly fitted or top-dose-only effect, or another doubt; inactive = no such curve, though single readings can be large; an effect the other way counts as inactive or inconclusive.

#	Structure	PTAP TSG101 blk	BCR signal inh	TSHR antagonist	ELG1 DNA repair	TCR activator	Mito fusion yeast	ASM inhibitor	Integrin act MD	AT treatment	Tb PFK block	Eya2 inh
1	COc1cc(CN2CCNCC2)cc(OC)c1OC	-4%	4%	-1	3%	-6%	0%	1%	-4%	-1%	-1%	4%
2	O=C(Cc1cc(=O)[nH]c(=O)[nH]1)N1CCN(CCO)CC1	-7%	7%	-6	6%	0%	1%	7%	20%	5%	0%	-2%
3	COc1ccc(CCn2c(O)c(/C=N/N3CCCCC3)c(=O)[nH]c2=O)cc1OC	-4%	-17%	12	u	-1%[46.1 µM]	3%	3%	-15%	x	0%	-2%
4	CCN(C(C)=O)c1cccc(-c2ccnc3c(C#N)cnn23)c1	x	-1%	-4	x	x	-8%	x	x	x	-2%	-13%
5	Cc1ccc(-n2c(O)c(/C=N/N3CCOCC3)c(=O)[nH]c2=S)cc1	-1%	u	2	-2%	8%[46.1 µM]	-1%	3%	23%	3%	2%	-2%
6	O=c1c2ccccc2nc(-c2cccs2)n1-c1cnccn1	-2%	8%	-12	-4%	-5%	6%	0%	-7%	4%	-1%	2%
7	COc1ccc(-n2c(/C=C/c3ccc(O)c(O)c3)nc3ccccc3c2=O)cc1	1%	u	12	18µM*	3%	2%	10%	0%	-3%	0%	11%
8	Cn1cccc1/C=C1/SC(=S)N(CC(=O)O)C1=O	u	4%	6	3%	1%	2%	-13%	19%	11%	u	12%
9	CN1C(=O)N(C)C(=O)C2(Cc3cc([N+](=O)[O-])ccc3N(C)C2)C1=O	-1%	1%	0	0%	-2%	0%	-7%	-40%	-5%	-1%	-5%
10	CCOC(=O)C(O)(c1ccc(N(CC)S(=O)(=O)c2ccccc2)cc1)C(F)(F)F (configuration not stated)	-3%	-8%	-10	5%	1%	2%	-1%	5%	3%	0%	4%
11	Cc1cc(=O)oc2cc(OCC(=O)N3CCCC3)ccc12	-8%	-7%	x	17%	x	x	91%[activator]	6%	18%	0%	8%
12	COc1cc(NC(=O)c2cc([N+](=O)[O-])ccc2NC(=O)CNC2CCCCC2)cc(OC)c1	-1%	u	-3	21µM*	-1%	-1%	-1%	-15%	-2%	-1%	7%
13	Cc1ccc(-n2nc(C)c3c2OC(N)=C(C#N)C3c2cccs2)cc1 (configuration not stated)	-3%	17%	1	u	4%	-1%	-1%	-16%	7%	-18%	-5%
14	Cc1ccc(-c2nn(C)c(=O)c3ccccc23)cc1CNC(=O)/C=C/c1ccccc1	-4%	-3%	18	16µM*	2%	10%	-15%	-42%	20%	0%	-8%
15	O=C(c1cc(-c2ccc(O)cc2)on1)N1CCc2ccccc2C1	-3%	u	-7	u	-2%	19%	-5%	-4%	17%	1%	-7%

Part of the list above, showing only ELG1 DNA repair.
no.	SMILES	ELG1 DNA repair
9	CN1C(=O)N(C)C(=O)C2(Cc3cc([N+](=O)[O-])ccc3N(C)C2)C1=O	0%
10	CCOC(=O)C(O)(c1ccc(N(CC)S(=O)(=O)c2ccccc2)cc1)C(F)(F)F (configuration not stated)	5%
11	Cc1cc(=O)oc2cc(OCC(=O)N3CCCC3)ccc12	17%
12	COc1cc(NC(=O)c2cc([N+](=O)[O-])ccc2NC(=O)CNC2CCCCC2)cc(OC)c1	21µM*

Next section
#	Structure	PTAP TSG101 blk	BCR signal inh	TSHR antagonist	ELG1 DNA repair	TCR activator	Mito fusion yeast	ASM inhibitor	Integrin act MD	AT treatment	Tb PFK block	Eya2 inh
16	Nc1c2c(nc3sc4c(c13)CCCC4)CCCCC2	-6%	5%	-2	u	7%	4%	-8%	-27%	-1%	-7%	-16%
17	CCCC(=O)c1ccc(CP(=O)(OCC)OCC)o1	-3%	1%	-2	-5%	-1%	1%	-1%	36%	-3%	4%	-1%
18	CCc1nn(CC(=O)N2CCN(Cc3ccc4c(c3)OCO4)CC2)c(=O)c2cc3occc3n12	-2%	3%	-7	21µM*	-5%[46.1 µM]	-1%	-4%	11%	-1%	-7%	-1%
19	CC(N=Cc1c(O)n(C2CC2)c(=S)[nH]c1=O)c1ccccc1 (configuration not stated)	-3%	u	-1	2%	2%	-4%	-1%	0%	1%	2%	18%
20	c1csc(-c2nnc(COc3ccc4c(c3)OCO4)o2)c1	-3%	u	-1	u	-2%	5%	5%	5%	-5%	1%	1%
21	CCC1=C(C)C(N2CCOCC2)=NP(N2CCOCC2)(N2CCOCC2)=N1	-1%	-1%	-4	0%	1%	-1%	0%	11%	8%	3%	2%
22	O=C(CCCC1=NS(=O)(=O)c2ccccc2N1)N1CCC2(CC1)OCCO2	-5%	-6%	4	33%	-1%	1%	1%	3%	15%	-1%[0.46 µM]	-10%
23	CCn1c(P(C)(=O)O)nc2cc(NC(=O)c3ccccc3F)ccc21	-6%	3%	19	u	-5%	-3%	0%	2%	-5%	3%	5%
24	COc1ccc(-c2nc3ccccc3n2OC(=O)N(C)C)cc1	-10%	7%	-1	u	-209%	-1%	1%	25%	-1%	0%	-3%
25	c1ccc(C2NCCc3[nH]cnc32)cc1 (configuration not stated)	0%	-2%	20	-1%	3%	11%	-6%	-16%	0%	-8%	8%
26	COc1ccc(C(=O)C2CCCN(C3CSCCSC3)C2)c(C)c1 (configuration not stated)	3%	2%	0	u	1%	-5%	1%	-8%	2%	5%	-10%
27	O=C(O)CCn1cc(C=C2C(=O)NC(=S)NC2=O)c(-c2cccc(Br)c2)n1	-2%	5%	-10	11%	-5%	1%	-23%	0%	-5%	-18%	-10%
28	CCCCn1c(O)c(C(CC)=Nc2cccc(C(=O)O)c2)c(=O)[nH]c1=O	-5%	u	5	11%	6%	6%	-3%	-11%	5%	2%	27%
29	O=c1[nH]c(=O)n(-c2cccc(Cl)c2)c(O)c1C=NCCCN1CCOCC1	-2%	2%	0	u	2%	2%	1%	-11%	25%	0%	14%
30	COc1ccc(C(=O)/C=C/c2ccc(O)cc2)cc1	-10%	u	-4	9%	-3%	-1%	4%	-15%	-5%	8%	-3%

Two records drawn at random from the list so far, as already listed:
#	Structure	PTAP TSG101 blk	BCR signal inh	TSHR antagonist	ELG1 DNA repair	TCR activator	Mito fusion yeast	ASM inhibitor	Integrin act MD	AT treatment	Tb PFK block	Eya2 inh
28	CCCCn1c(O)c(C(CC)=Nc2cccc(C(=O)O)c2)c(=O)[nH]c1=O	-5%	u	5	11%	6%	6%	-3%	-11%	5%	2%	27%
8	Cn1cccc1/C=C1/SC(=S)N(CC(=O)O)C1=O	u	4%	6	3%	1%	2%	-13%	19%	11%	u	12%

Next part:
#	Structure	PTAP TSG101 blk	BCR signal inh	TSHR antagonist	ELG1 DNA repair	TCR activator	Mito fusion yeast	ASM inhibitor	Integrin act MD	AT treatment	Tb PFK block	Eya2 inh
31	COCCCNC(=O)c1c(NC(=O)c2ccccc2Cl)n(Cc2ccccc2)c2nc3ccccc3nc12	0%	10%	-4	-21%	-3%	0%	131%[activator]	9%	9%	0%	-1%
32	C=CC[N+]1(C)C2CCC1CC(O)C2 (configuration not stated)	-5%	2%	-8	-1%	-4%	-4%	0%	15%	2%	0%	5%
33	Cc1cc(C=C2C(=O)NC(=S)NC2=O)c(C)n1C1CCCC1	-1%	-4%	1	u	0%	15%	-9%	0%	4%	-6%	-22%
34	CCN1CCN(C(=S)c2ccc(OC)cc2)CC1	1%	-12%	3	12%	0%	-21%	7%	7%	-2%	u	-14%

Assay outcomes as filed in PubChem BioAssay.

Only part of the results is shown; count on the stated rates, not on these rows.
